Screening data as filed in PubChem BioAssay.
PglD DTNB: PglD (C. jejuni) enzyme inhibition | purified PglD enzyme, DTNB colorimetric CoA detection | inhibition, % at 12.5 µM | 0.098% of 360,000 active; in the data active = inhibition above about 16%, passing the limit was not always enough; inconclusive = no clear call, values can overlap the other calls; also: strong numbers were not always called active
ARNT-TACC3 inh: ARNT/TACC3 interaction disruption. Q9Y6A5. AlphaScreen His-ARNT PAS-B/GST-TACC3 binding, luminescence; TACC3 fragment carries E629A point mutation. inhibition, % at 9.99 µM. 0.66% of 390,000 active;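 active = mean inhibition of replicates at least 50% and at least half of replicates each reaching 50%; inconclusive = half or more replicates reach 50% but mean below 50%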;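 also: 0% = complete ARNT plus TACC3 wells and 100% = ARNT alone without TACC3; many hits fall short of the cut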
esBAF inh: inhibitors of esBAF chromatin remodeling in mouse ES cells; Bmi1-luciferase knock-in reporter, 24 h; 100% = twice the neutral-well signal; 2% of 350,000 active; reporter increase, % at 12.5 µM; in the data active = activation above about 40%; inconclusive = no clear call, values can overlap the other calls;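 also: 0% = median of the plate's neutral control wells and 100% = double that signal; a rise in the Bmi1 reporter signal indicates esBAF inhibition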
RAD54 branch: inhibitors of human RAD54 branch migration; Q92698; RAD54 Holliday junction branch migration, FAM/BHQ fluorescence; inhibition, % at 10.4 µM; 0.14% of 360,000 active; AID 602329;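 active = mean normalized replicate activity at least 40 and at least half of replicates scoring 40 or more; inconclusive = only one of the two criteria met; inactive = mean below 40 and under half of replicates reaching 40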;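 also: 0% = median of neutral control wells and 100% = median of positive control wells; inhibitors cause a drop in the FAM fluorescence signal; in these data hits start at about 50%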
Target sequence (Q92698 whole entry, looked up): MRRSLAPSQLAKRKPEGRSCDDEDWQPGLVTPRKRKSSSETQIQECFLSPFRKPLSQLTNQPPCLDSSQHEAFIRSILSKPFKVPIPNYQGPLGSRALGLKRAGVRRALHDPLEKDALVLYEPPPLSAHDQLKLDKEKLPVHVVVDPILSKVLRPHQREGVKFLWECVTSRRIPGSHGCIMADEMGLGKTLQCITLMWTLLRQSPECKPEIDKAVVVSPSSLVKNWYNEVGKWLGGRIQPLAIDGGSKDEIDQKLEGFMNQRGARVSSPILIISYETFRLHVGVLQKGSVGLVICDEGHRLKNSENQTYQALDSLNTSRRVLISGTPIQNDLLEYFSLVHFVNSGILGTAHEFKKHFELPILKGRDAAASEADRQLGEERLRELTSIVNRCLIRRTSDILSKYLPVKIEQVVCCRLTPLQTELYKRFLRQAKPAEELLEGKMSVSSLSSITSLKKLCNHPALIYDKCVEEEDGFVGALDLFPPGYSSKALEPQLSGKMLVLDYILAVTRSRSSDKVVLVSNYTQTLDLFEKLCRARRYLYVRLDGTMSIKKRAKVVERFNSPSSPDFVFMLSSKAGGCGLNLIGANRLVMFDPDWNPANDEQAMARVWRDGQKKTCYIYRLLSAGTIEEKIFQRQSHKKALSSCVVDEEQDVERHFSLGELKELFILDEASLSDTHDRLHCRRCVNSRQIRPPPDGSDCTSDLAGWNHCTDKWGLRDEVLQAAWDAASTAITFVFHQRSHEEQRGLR
E-selectin induc: E-selectin induction on HUVECs; HUVEC E-selectin immunofluorescence imaging; normalized: neutral wells 0, TNF-alpha wells 100; AID 686992; activation, % at 7.58 µM; 0.37% of 260,000 active;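 active = mean E-selectin-positive cell signal at least 10% of the positive control, reached in at least 60% of replicates, without over 20% cell loss; inconclusive = no rule given, readout overlaps actives, possibly toxicity-flagged; inactive = the rest, including those meeting only one limit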;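 also: in these data hits start at about 27%; measured in HUVEC primary endothelial cells; signal is the percent of cells scored E-selectin positive by PE staining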
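Assay system: HUVEC primary endothelial cells. Input: 3,000 HUVEC seeded per well. Doses: one compound dose added by pin transfer. Read-out basis: % PE-positive cells. Benchmarks: TNF-alpha high, DMSO low. Detection: immunofluorescence imaging. Buffer or medium: EGM-2, gelatin.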
RAD52 inh: blocks human RAD52 DNA annealing; recombinant RAD52 DNA annealing, FRET fluorescence; P43351; inhibition, % at 18.7 µM; 0.46% of 360,000 active;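 active = every replicate showing at least 50% inhibition; inconclusive = mean inhibition at least 50% but not in every replicate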
ERp5 inh: ERp5 (human) disulfide isomerase inhibition; ERp5 insulin aggregation, absorbance 650 nm, 90 min; inhibition, % at 9.99 µM; 0.05% of 350,000 active; AID 651711;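 active = mean replicate inhibition above about 25%, with every replicate also reaching it, limit read from the data, passing the limit was not always enough; inconclusive = only one of those two criteria met; inactive = neither criterion met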
CASP6 VEID inh: blocks human caspase-6 cleavage activity; purified caspase-6, Z-VEID-R110 cleavage fluorescence; inhibition, % at 12.5 µM; AID 686996; 0.53% of 350,000 active;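 active = mean inhibition across replicates at least about 35%, with every replicate also reaching that limit, limit read from the data; inconclusive = only one of the two criteria met; inactive = neither criterion met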;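 also: 0% = median of neutral control wells and 100% = no fluorescence left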
* = called active by the depositor; ? = inconclusive; . = not tested or not shown. The order is random. Share with any hit: about 3.2%.

canonical_smiles,PglD DTNB,ARNT-TACC3 inh,esBAF inh,RAD54 branch,E-selectin induc,RAD52 inh,ERp5 inh,CASP6 VEID inh
CC(=O)c1cc2c(cc1N(C(=O)c1ccco1)C(C(=O)NC1CCCC1)c1ccccc1F)OCO2 (centres undefined),1.3,.,-4.3,-4.3,.,-8.0,0.1,0.7
C[C@H](CO)N1C[C@H](C)[C@H](CN(C)Cc2cccc(C(=O)O)c2)OCc2cnnn2CCCC1=O,2.9,-1.0,-1.1,-19.1,0.2,-5.4,-5.5,-0.7
CC(=O)N1N=C(c2ccco2)CC1c1ccco1 (centres undefined),-2.6,-2.2,-6.8,-6.2,0.7,2.4,-11.7,2.0
O=C(Nc1cccnc1)c1ccc([N+](=O)[O-])o1,7.7,11.8,2.3,-14.6,-0.3,-16.1,5.8,2.9
COc1ccc(C(=O)N2CCC3(CC2)NCCc2[nH]cnc23)cc1OC,-0.1,8.7,-2.3,-1.2,0.1,-7.1,-5.5,-0.6
Cc1c(C(=O)N2CCc3ccccc3C2)oc2ccccc12,2.3,.,20.8,-5.2,0.2,-1.7,-2.1,2.8
CN(C1CCCCC1)S(=O)(=O)c1ccc2c(c1)c(=O)c(C(=O)NCCN1CCCC1)cn2C,4.3,5.0,0.3,-17.4,.,-2.7,4.7,-8.6
COC(=O)c1ccc(Cn2cc(C(F)(F)F)ccc2=O)cc1,.,-23.1,.,.,.,-8.6,1.0,-0.2
COCC(=O)Nc1ccc2c(c1)OC[C@@H](C)N(CCc1ccccc1)C[C@H](C)[C@@H](OC)CN(C)C2=O,1.8,2.9,2.7,-0.1,-0.2,15.0,-4.7,-0.7
N=c1sc2ccccc2n1-c1ccccc1,.,10.8,.,.,.,8.2,-2.7,4.3
O=C(COC(=O)/C=C/c1ccccc1)NCCc1ccc(F)cc1,-2.9,-0.1,1.6,1.8,-0.1,-2.9,0.4,-3.6
CO[C@@H]1CN(C)C(=O)c2ccc(NS(=O)(=O)c3ccc(Cl)cc3)cc2OC[C@@H](C)N(C(=O)Cc2cccnc2)C[C@H]1C,3.6,-3.1,-13.3,0.0,-0.1,3.1,3.2,-1.0
COc1ccc(NC(=O)Nc2ccc3c(c2)[C@@H]2C[C@@H](CC(=O)NCC4CC4)O[C@H](CO)[C@@H]2O3)cc1,-1.6,-4.9,5.5,-2.5,0.2,-3.6,2.2,0.8
Cc1nn(C2CCS(=O)(=O)C2)c2nc(C3CC3)cc(C(=O)Nc3cccc(C#N)c3)c12 (centres undefined),8.1,-5.7,-3.2,1.4,-0.2,-3.8,0.3,0.4
O=C1c2ccccc2[C@@]2(Cc3ccccc3N(Cc3ccccc3)C2=O)[C@H](c2ccc(CO)cc2)N1C1CCCCC1,-1.6,2.3,.,0.4,.,0.1,-1.5,1.2
O=C(Cc1ccc(S(=O)(=O)N2CCOCC2)s1)NCCOc1ccccc1,-2.8,1.0,2.4,-2.5,0.1,-11.3,2.1,3.7
Cc1ccccc1CN1C(=O)CN(S(C)(=O)=O)CC1(C)C(=O)NC(C)C (centres undefined),.,.,.,.,-0.1,2.4,-2.4,-2.5
COc1cc(/C=N/O)ccc1OCc1ccccc1Cl,4.0,-1.0,40.3,5.0,.,4.6,-5.6,0.5
O=C(C1CCOCC1)N1CC(=O)N2[C@H](CO)[C@H](c3ccc(-c4ccccc4F)cc3)[C@H]2C1,.,.,.,.,0.3,-5.1,-2.3,-0.4
Cc1ccc(CN(C)C(=O)c2ccccc2NC(=O)c2ccccc2)o1,1.8,-0.6,3.9,-3.5,0.3,-15.8,0.4,2.4
CCC(=O)N1CCN(c2ccc(NC(=O)COc3cccc(C)c3C)cc2)CC1,3.6,-3.3,0.4,5.2,-0.3,-8.4,4.3,-1.2
Cc1nc2nc(C)c(NS(=O)(=O)c3ccc(C(C)(C)C)cc3)c(=O)n2[nH]1,-0.7,-4.9,-4.4,-0.5,.,-12.3,-0.5,2.8
CN1CCCCC1(C)C(=O)NCc1ccc(C(C)(C)C)cc1 (centres undefined),7.1,.,-1.0,-6.3,0.1,-2.5,-2.4,-4.8
CCC(=O)N1CC2(C1)[C@@H](c1ccccc1)[C@H](CO)N2C(=O)c1cccnc1,.,.,.,.,-0.1,-4.3,-1.0,-1.8
CCOc1cc(/C=N/NC(=O)C2CCCC2)ccc1OC(C)C,7.3,.,1.5,1.9,0.0,-6.1,-0.8,-2.9
Cc1ccc(C(=O)NC(=S)Nc2ccc3[nH]c(=O)[nH]c3c2)cc1C,19.3,25.6,-11.2,-1.2,.,-6.8,3.7,-0.1
CC(=O)Nc1cccc(NC(=O)CN2c3cccc4cccc(c34)S2(=O)=O)c1,-3.6,3.6,0.3,0.9,-0.1,-24.7,1.7,5.6
C[C@@H](C(=O)Nc1ccc(OC(F)F)c(Cl)c1)N1C(=O)C2CC=CCC2C1=O (some centres undefined),6.2,-7.9,-0.1,4.3,5.9,-17.7,-17.4,-1.3
N#CCCN(C(=O)COC(=O)CNS(=O)(=O)c1ccc2ccccc2c1)c1ccccc1,2.1,-0.4,-0.2,3.2,0.3,-14.3,1.1,-2.7
COc1ccccc1CCC(=O)N(Cc1ccccc1)c1c(N)n(Cc2ccccc2)c(=O)[nH]c1=O,1.5,-0.7,.,-4.7,-1.7,-46.1,3.1,0.2
CC(=Nc1ccccc1)c1sc2ccccc2c1O,4.6,10.1,?,-3.4,.,-90.3,-6.4,6.6
CCS(=O)(=O)Nc1cccc(C2=NN(S(=O)(=O)CC)C(c3ccccc3)C2)c1 (centres undefined),-5.2,-10.6,.,-11.1,-0.2,-12.5,2.8,-1.1
C[C@H]1CN([C@@H](C)CO)C(=O)Cc2cc(NC(=O)C3CC3)ccc2O[C@H]1CN(C)C,-6.2,-2.4,-3.4,3.5,0.1,-2.7,-2.3,-7.5
C[C@@H]1CN([C@@H](C)CO)C(=O)CCCn2nncc2CO[C@@H]1CN(C)Cc1ccccc1C(F)(F)F,-0.5,-3.4,-1.4,-1.5,0.2,3.2,-1.5,0.1
CCOC(=O)C1CCc2c(ccc3ccccc23)N1CCC#N (centres undefined),1.0,.,4.2,0.6,0.4,-14.3,-0.4,1.6
C[C@@H]1CN([C@@H](C)CO)C(=O)c2cccc(NC(=O)c3ccc(-c4nccs4)cc3)c2O[C@H]1CN(C)S(C)(=O)=O,2.1,5.3,1.9,0.4,-5.3,2.6,1.6,-4.8
O=C(O)c1ccccc1C(=O)Nc1nc(-c2ccccc2)cs1,4.3,4.7,-2.5,3.3,0.0,6.0,-0.3,-0.4
O=C(NC1CCCC1)c1ccc(CS(=O)Cc2ccc(Cl)cc2)o1 (centres undefined),-0.7,1.5,1.0,9.8,0.9,-7.3,.,2.2
CCN(CC)C(=O)CNC(=O)c1nn(-c2ccc(OC)c(Cl)c2)c(=O)c2ccccc12,-5.0,-1.6,2.1,-18.0,.,-5.8,0.3,0.1
CC1(C(=O)Nc2ccc3c(c2)OCO3)CCN1C(=O)c1ccco1 (centres undefined),1.0,.,-0.2,-3.8,0.3,-17.1,0.4,0.9
CCN(CC)S(=O)(=O)c1ccc2oc(SCC(=O)NC3CC3)nc2c1,-0.2,0.7,12.9,-6.2,-0.2,-11.1,6.8,26.0
Nc1nc(N)c(C=Nc2ccc(Br)cc2)c(Nc2ccc(Br)cc2)n1,-2.3,5.1,5.7,2.0,.,-11.6,0.7,-1.2
CC(C)C(NC(=O)c1ccccc1NC(=O)c1ccco1)C(=O)NNC(=O)c1ccncc1 (centres undefined),.,4.1,.,.,.,-18.2,-0.6,-2.3
Cc1ccc(S(=O)(=O)N2CCN(C(=O)COC(=O)CNC(=O)c3ccc(Cl)cc3Cl)CC2)c(C)c1,-4.1,17.7,-2.1,-1.6,1.0,-9.1,-3.4,1.9
CCCn1c(NC(=O)CCS(=O)(=O)c2ccc(C)cc2)nc2ccccc21,-3.5,27.4,.,2.3,2.3,-28.8,-6.8,1.2
O=C(NC(Nc1nc2ccccc2s1)(C(F)(F)F)C(F)(F)F)c1ccccc1,-2.6,29.6,-6.5,4.7,.,.,.,.
COc1ccccc1NS(=O)(=O)c1cc(NC(=O)CCNC(C)=O)ccc1C,.,1.9,-10.1,-15.1,3.9,-7.6,1.7,-3.2
Cc1onc(-c2ccccc2)c1CNS(=O)(=O)c1cccc(Br)c1,.,-6.6,.,.,.,7.0,0.5,-1.6
Cc1cc(Nc2nc3ccccc3[nH]c2=O)n(-c2ccccc2)n1,8.9,-2.2,12.0,-20.0,.,.,.,.
C[C@@H]1CN([C@@H](C)CO)C(=O)c2cc(C#Cc3ccccc3F)cnc2O[C@@H]1CN(C)C,-1.8,2.0,6.9,15.2,-0.2,32.6,1.5,0.2

(next part)
canonical_smiles,PglD DTNB,ARNT-TACC3 inh,esBAF inh,RAD54 branch,E-selectin induc,RAD52 inh,ERp5 inh,CASP6 VEID inh
C[C@@H]1CCCCO[C@@H](CN(C)S(=O)(=O)c2ccccc2)[C@H](C)CN([C@H](C)CO)C(=O)c2cc(NC(=O)Nc3ccc(C(F)(F)F)cc3)ccc2O1,-0.5,-7.4,3.1,1.8,0.1,4.1,0.3,0.2
NC(=O)c1ccsc1NC(=O)COC(=O)COc1ccccc1F,.,-1.7,.,.,0.1,-17.6,-8.4,6.3
Cc1ccc(P(=O)(CSC(=N)N)c2ccc(C)cc2)cc1,-7.4,-8.3,-3.2,6.5,.,-0.6,2.2,-0.6
CCN(CC)c1ccc(C2C3CCCCC3(O)CCN2CC(=O)N2CCCCC2)cc1 (centres undefined),9.0,5.2,-8.6,-14.1,.,.,.,.
CCOC(=O)C1=C(O)/C(=C/c2ccc(OCC(=O)O)c(OCC)c2)SC1=Nc1ccc(OC)cc1,.,8.5,.,.,2.6,12.9,0.4,35.5*
CCOc1ncccc1-c1nc(-c2cccs2)no1,-8.9,3.5,27.6,-9.9,0.6,-14.4,-0.1,-0.1
CC(=O)Nc1ccc(NC(=O)CN(C)S(=O)(=O)c2ccc3c(c2)CCC(=O)N3)cc1,0.4,0.3,-4.5,1.0,.,-1.0,-2.0,3.7
